# FBW7 activator = activators of human E3 ligase FBW7; AID 1259310; AlphaScreen FBW7–phospho-cyclin E peptide binding, activator screen; normalized activity (activation), % at 26.1 µM; 0.13% of 650,000 active; in the data active = normalized activity above about 1.9%;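 also: purified mutant Fbw7 with reduced substrate affinity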
# MITF primary = human MITF inhibition, primary screen. O75030. AlphaScreen MITF homodimerization, bead proximity signal. inhibition, % at 2.6 µM. 0.91% of 650,000 active; in the data active = inhibition above about 50%;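 also: 0% = vehicle wells with protein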
# Target sequence (O75030 whole entry, looked up): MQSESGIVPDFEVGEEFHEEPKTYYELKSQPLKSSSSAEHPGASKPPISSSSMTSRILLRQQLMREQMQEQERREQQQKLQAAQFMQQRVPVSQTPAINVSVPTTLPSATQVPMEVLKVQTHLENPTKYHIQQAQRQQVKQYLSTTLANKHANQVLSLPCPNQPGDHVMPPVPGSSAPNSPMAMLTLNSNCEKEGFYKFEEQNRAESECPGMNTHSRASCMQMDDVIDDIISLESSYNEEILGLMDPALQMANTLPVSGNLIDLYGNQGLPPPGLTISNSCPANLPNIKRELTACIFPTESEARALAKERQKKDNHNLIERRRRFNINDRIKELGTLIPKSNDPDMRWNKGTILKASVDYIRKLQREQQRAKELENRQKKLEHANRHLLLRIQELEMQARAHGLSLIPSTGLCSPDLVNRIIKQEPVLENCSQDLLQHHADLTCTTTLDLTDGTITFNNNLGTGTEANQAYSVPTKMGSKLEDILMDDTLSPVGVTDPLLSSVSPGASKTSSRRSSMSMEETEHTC
# GPR151 ag = activates the human receptor GPR151. 1% of 650,000 active. PathHunter beta-arrestin GPR151 cells, luminescence. activation, % at 11.2 µM; in the data active = activation above about 4.9%;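 also: 0% = median of compound wells and 100% = cells with positive control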
# Target sequence (Q8TDV0 whole entry, looked up): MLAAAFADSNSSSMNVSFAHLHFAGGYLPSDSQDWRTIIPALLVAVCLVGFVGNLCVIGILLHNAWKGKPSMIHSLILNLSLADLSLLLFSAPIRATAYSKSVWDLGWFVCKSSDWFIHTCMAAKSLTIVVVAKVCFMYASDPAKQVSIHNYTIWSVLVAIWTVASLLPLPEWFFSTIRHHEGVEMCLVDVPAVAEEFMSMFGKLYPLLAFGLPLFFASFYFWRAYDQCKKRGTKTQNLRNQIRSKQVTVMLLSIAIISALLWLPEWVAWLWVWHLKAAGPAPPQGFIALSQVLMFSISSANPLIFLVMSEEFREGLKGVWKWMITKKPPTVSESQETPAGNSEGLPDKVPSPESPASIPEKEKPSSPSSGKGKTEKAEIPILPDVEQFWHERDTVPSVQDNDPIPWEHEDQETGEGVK
# TEAD-YAP inh = TEAD-YAP interaction inhibition. HEK-TIYL cells, TEAD-Gal4/YAP UAS-luciferase luminescence. inhibition, % at 9.12 µM. 1.4% of 640,000 active. AID 1259422; in the data active = inhibition above about 32%;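 also: 0% = median of test compound wells and 100% = reference inhibitor wells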
# The depositor's hits bear a star; . = not tested or not shown.
smiles	GPR151 ag	FBW7 activator	MITF primary	TEAD-YAP inh
CCOC(=O)c1sc(=NC(C)=O)n(C)c1C	1.1	0.0	5	-5
COc1ncc(Cl)c(OC)c1C(N)=O	-0.7	0.2	23	7
Cc1ccc(C(=O)C(C)Sc2nnnn2C)cc1C (configuration not stated)	-1.4	0.4	5	-23
CCCCCCCCCCOc1ccc(OCC(=O)Cn2cc(C(=O)OC)c3cc(C(=O)O)ccc32)cc1	2.4	.	-3	.
CCOC(=O)c1sc(NC(=O)CSc2nnc(CNC(=O)c3ccco3)n2-c2ccc(OCC)cc2)c(C(=O)OCC)c1C	0.8	-0.1	2	6
C=CCSC1=C(C#N)C(c2ccc(C(C)C)cc2)CC(=O)N1 (configuration not stated)	1.0	-0.1	10	-6
Cc1ccc2nc(C)c(C(=O)Nc3cccc(C(F)(F)F)c3)n2c1	-0.4	-0.1	-6	3
Cc1ccc(Cn2c(SCc3cccc(F)c3)nc3ccsc3c2=O)cc1	3.1	-0.1	-1	2
Clc1ccc(-c2nnc(CN3CCCCCCC3)o2)cc1	-1.6	0.5	21	3
CCC(c1nnnn1CCOC)N(CCCO)Cc1cc2cc(C)c(C)cc2[nH]c1=O (configuration not stated)	-0.8	0.0	-2	0
COc1ccc(N2CCN(CC(=O)Nc3ccc(SC(F)F)cc3)CC2)cc1	0.7	-0.2	3	-4
COC(=O)c1ccc2c(=O)n(Cc3ccccc3OC)c(=S)[nH]c2c1	-0.8	-0.2	-5	-7
C=CCn1c2ccccc2n2nc(C)nc12	1.4	-0.1	-8	6
Cc1ccc(N2C(=O)C3C4C=CC(CC4)C3C2=O)c(Br)c1 (configuration not stated)	-0.5	0.1	13	-14
O=C(Nc1c(-c2ccccc2)nc2ccccn12)c1cccnc1	0.5	-0.2	7	8
Cc1c(C(=O)NNC(=O)Nc2ccc(F)cc2F)cccc1[N+](=O)[O-]	0.6	-0.2	0	-13
C=CCOc1ccc(C2/C(=C(/O)c3ccc(OCC)cc3C)C(=O)C(=O)N2CCCN(C)C)cc1 (configuration not stated)	1.3	0.1	3	7
COc1ccccc1C(=O)NCCc1cc2ccc(C)cc2[nH]c1=O	-0.1	-0.2	-3	-10
CCOC(CCNC(=O)C1CCC(Cn2c(=O)[nH]c3ccccc3c2=O)CC1)OCC (configuration not stated)	-0.9	-0.1	16	-4
Cc1ccc(-c2ccc(OC(=O)c3ccc(C)c(C)c3)cc2)cc1	1.0	0.0	-6	4
Cc1nn(-c2ccccc2)c(CC(C)(C)C(=O)Nc2ccccc2)c1C(=O)O	0.0	-0.3	-3	-7
C/C=C/C=N/NC(=O)C(O)c1ccccc1 (configuration not stated)	-0.5	0.0	9	1
COc1ccccc1C(c1nnnn1Cc1ccccc1)N1CCC(C(N)=O)CC1 (configuration not stated)	-0.8	0.0	-14	9
Cc1c(C(=O)NCCC2=CCCCC2)oc2ccc(S(=O)(=O)N3CCOCC3)cc12	-1.0	0.1	6	23
O=C1CC(NC2CCCC2)C(=O)N1c1ccccc1 (configuration not stated)	4.4	-0.1	3	-6
O=S(=O)(NCc1nnc2n1CCN(Cc1cc(F)cc(F)c1)CC2)c1ccccc1	-0.2	0.0	4	18
COC(=O)[C@H]1CCc2ccccc2N1C(=O)C(C)C	-0.3	-0.1	-3	-9
Cc1ccc(NC(=O)c2ccco2)cc1Br	-2.9	-0.1	-11	-63
O=C(CNC1CCCCC1)N1c2ccccc2Sc2ccc(Cl)cc21	3.3	-0.1	4	-7
COCc1ccc(CN2CCN(Cc3ccc(F)c(F)c3)C(CCO)C2)o1 (configuration not stated)	-1.0	0.0	11	2
O=C(COc1ccc(I)cc1)Nc1cc(Cl)ccc1C(=O)O	1.3	0.0	2	5
Cc1cccc(NC(=O)c2ccc(Cn3c(=O)[nH]c4ccsc4c3=O)cc2)c1	0.0	-0.1	-16	2
Oc1ccc(CCNc2nc(NC3CCN(Cc4ccccc4)CC3)nc3c2ncn3-c2ccccc2)cc1	0.2	-0.1	8	12
COC(=O)c1sc(NC(=O)c2cc(-c3ccccc3)nc3ccccc23)c(C(N)=O)c1C	-0.3	1.3	5	-2
CCCCOc1ccc(-c2nnc(N)s2)cc1	0.6	0.1	12	-22
CC(=O)Nc1c2c(nn1-c1ccc([N+](=O)[O-])cc1)CS(=O)(=O)C2	-0.9	0.1	11	4
Cc1cc(C=C(C#N)C#N)c(C)n1-c1ccc(N2CCOCC2)cc1	0.7	0.5	10	10
Cc1cc(Cl)c2c(N)c(C)cc(C)c2n1	-0.3	0.0	20	17
CC(=O)Nc1cccc(Nc2nc(C)nc3sc4c(c23)CCCC4)c1	1.1	0.5	33	11
CC(C)OCCCNC(=O)C(NC(=O)c1ccc(Cl)cc1)C(C)C (configuration not stated)	0.2	-0.1	-12	-4
COc1cc(C=O)ccc1Oc1ccc(S(=O)(=O)N2CCCC2)cc1[N+](=O)[O-]	-0.3	-0.1	3	-6
O=C1c2[nH]nc(-c3ccccc3)c2C(c2cccc([N+](=O)[O-])c2)N1c1ccccc1 (configuration not stated)	1.8	-0.1	10	-8
CCOC(=O)c1ccccc1NC(=O)c1c(C)oc2ccc(OCC)cc12	1.8	0.0	6	7
CCOC(=O)c1[nH]c2ccccc2c1NC(=O)c1ccc(C)c(C)c1	-0.8	0.9	-2	-11
COCC(=O)Nc1cccc(-c2nc3cccnc3s2)c1	-1.9	0.3	0	-30
COc1ccc(CN2CCN(Cc3ccc(F)cc3)C(CCO)C2)c(OC)c1 (configuration not stated)	0.4	-0.1	-7	-5
O=C(Nn1c(-c2ccncc2)nc2ccccc2c1=O)c1ccc(Br)cc1	1.6	0.1	-3	-4
COC(=O)C1=CN(Cc2ccc(OC)cc2)C=C(C(=O)OC)C1c1ccc(O)cc1	-0.8	0.1	0	-13
COc1ccc2oc(-c3csc(NC(=O)c4ccccc4Br)n3)cc2c1	0.7	-0.1	-9	-5
COc1cc(C(=O)N/N=C(\C)c2ccc(N)cc2)cc(OC)c1OC	-0.3	-0.1	-14	49*
Cc1ccc([N+](=O)[O-])c(OCCCCN2CCN(C)CC2)c1	0.0	0.4	11	-1
CN(C)c1ccc(NC(=O)CC2Sc3ccccc3NC2=O)cc1 (configuration not stated)	0.8	-0.1	9	-24
CN1CC(=O)N(CC(=O)Nc2ccc(Cl)cc2F)C1=O	0.0	0.1	6	4
O=C(NCc1nc2ccccc2[nH]1)c1cnc(-c2csc3ccccc23)s1	2.1	-0.1	-5	4
C=CCNS(=O)(=O)c1ccc(C(C)=O)cc1	-0.4	0.0	3	0
COc1cc2c(cc1OC)C(COc1ccc(F)cc1)N(C(=O)c1ccc(OC(C)C)cc1)CC2 (configuration not stated)	0.2	0.0	14	9
COc1ccc(C(=O)/C=c2\[nH]c(=O)/c(=C\c3cccc(O)c3)s2)cc1	-0.5	0.0	4	-12
O=S1(=O)CC(O)C(N2CCCCC2)C1 (configuration not stated)	0.0	0.9	8	13
COC(=O)[C@@H](Cc1c[nH]c2ccccc12)NC(=O)/C=C/c1ccc(Br)o1	1.2	0.0	6	3
c1ccc(CN2CCC(NCc3ccc(N4CCOCC4)cc3)CC2)cc1	1.2	-0.1	68*	-6

# Compound profiles, as listed above. Order of screens: GPR151 ag, FBW7 activator, MITF primary, TEAD-YAP inh
# `O=C(NCc1nc2ccccc2[nH]1)c1cnc(-c2csc3ccccc23)s1` is listed as 2.1, -0.1, -5, 4
# `COc1ccc2oc(-c3csc(NC(=O)c4ccccc4Br)n3)cc2c1` is listed as 0.7, -0.1, -9, -5

# The results go on:
smiles	GPR151 ag	FBW7 activator	MITF primary	TEAD-YAP inh
CCCCN(C)CCCN(Cc1ccco1)C(=S)Nc1ccc(CC)cc1	-0.9	-0.3	0	4
O=C(Nc1ccccc1)Nc1snnc1C(=O)N/N=C/c1ccc([N+](=O)[O-])cc1	1.6	-0.2	4	-32
Cc1c(C(=O)NCCC2=CCCCC2)sc2ncnc(N(C)c3ccccc3)c12	1.3	0.0	-1	1
N#C/C(=C\c1ccc(-c2ccc([N+](=O)[O-])cc2Cl)o1)C(N)=S	2.1	0.5	30	7
COc1ccc(OCC(=O)Nn2c(=S)[nH]c3ncccc3c2=O)cc1	-0.1	0.0	-4	-1
CCCn1c(-c2ccc(N(C)C)cc2)nc2ccccc21	0.2	-0.1	-5	-28
CCOC(=O)c1sc(NC(=O)COc2ccc(C(C)C)c(C)c2)c(C(=O)OCC)c1C	2.1	0.1	8	9
CCOc1ccc(Br)cc1C(=O)NC1CCCCC1	2.1	-0.1	-14	2
Nc1ccc(NS(=O)(=O)c2cccs2)cc1	1.8	0.0	4	4
Cc1c(C(=O)NC2CCCCC2)sc2ncnc(N3CCC(C)CC3)c12	-0.3	0.0	0	3
Cc1ccc(-n2ncc3c(=O)n(CC(=O)NC4CCCCC4)cnc32)cc1C	1.1	0.2	11	6
O=C(COc1ccc2ccccc2c1)Nc1c2c(nn1-c1cccc(Cl)c1)CSC2	2.2	-0.1	6	1
COc1ccc(C2CC(C(F)(F)F)n3ncc(C(=O)NCc4cccc(Cl)c4)c3N2)cc1OC (configuration not stated)	-0.8	0.0	8	-23
Cc1c(C(=O)N2CCC3(CC2)CC(O)(c2ccc(F)cc2)CO3)cnn1C (configuration not stated)	-0.4	0.0	3	-4
O=C(NCC1CCCO1)C(=O)Nc1c(F)cc(F)cc1Br (configuration not stated)	-0.1	0.1	5	0
Cc1cccc(C(=O)N2CCOC(c3ccccc3)C2)c1 (configuration not stated)	-0.4	0.0	3	2
O=C(O)C1CSC(c2ccc(F)cc2F)N1 (configuration not stated)	-0.7	0.1	6	-13
CCC(C)NC(=O)CSc1nc2nc(C)c(Cc3cc(C)ccc3C)c(C)n2n1 (configuration not stated)	-0.4	-0.1	8	-3
CN(C)c1ccc(-c2nc3cc(NC(=O)c4ccco4)ccc3o2)cc1	4.3	0.1	10	-28
O=C1CC(c2cccs2)CC2=C1C(c1cccc(O)c1)Nc1ccccc1N2 (configuration not stated)	1.3	0.2	4	2
COC(=O)C1=C(NC(=O)c2ccc(OC)c(OC)c2)CCS1	-0.7	0.2	2	-1
COc1ccc(C(=O)Nn2c(-c3ccc(C(C)(C)C)cc3)nc3ccccc3c2=O)cc1OC	-0.3	0.2	17	23
Cc1cc(=O)[nH]c2nnc(SCC(=O)N3CCCCCC3)n12	6.1*	-0.2	-4	4
CCCS(=O)(=O)N1CCN(Cc2ccc3c(c2)OCO3)CC1	-0.8	0.0	53*	-6
CCCC12CN3CC(C)(CN(C1)C3c1cccs1)C2=O (configuration not stated)	1.0	0.2	10	-2
COc1ccc2c(c1OC)C(=O)N1c3ccccc3COC21 (configuration not stated)	-0.8	0.0	8	-44
Fc1ccc(-c2cnc3c(NCc4cccs4)nccn23)cc1Cl	0.8	-0.1	17	2
CC1=Nc2nc(N3CCCCC3)c(C#N)c3c4c(nc(c23)N1)N(c1ccc(C)cc1)C(=O)C4	-1.5	0.0	12	4
COCCCN1CN=C(Nc2nc3ccccc3o2)NC1	-0.4	0.0	1	-55
O=C1CSc2cc(Cl)ccc2N1	1.0	0.1	-3	-2

# Laid out differently: 4 of the compounds above
c1ccc(CN2CCC(NCc3ccc(N4CCOCC4)cc3)CC2)cc1
  GPR151 ag: 1.2 | FBW7 activator: -0.1 | MITF primary: 68* | TEAD-YAP inh: -6

CCCCN(C)CCCN(Cc1ccco1)C(=S)Nc1ccc(CC)cc1
  GPR151 ag: -0.9 | FBW7 activator: -0.3 | MITF primary: 0 | TEAD-YAP inh: 4

O=C(Nc1ccccc1)Nc1snnc1C(=O)N/N=C/c1ccc([N+](=O)[O-])cc1
  GPR151 ag: 1.6 | FBW7 activator: -0.2 | MITF primary: 4 | TEAD-YAP inh: -32

Cc1c(C(=O)NCCC2=CCCCC2)sc2ncnc(N(C)c3ccccc3)c12
  GPR151 ag: 1.3 | FBW7 activator: 0.0 | MITF primary: -1 | TEAD-YAP inh: 1

# (more compounds)
smiles	GPR151 ag	FBW7 activator	MITF primary	TEAD-YAP inh
CCOc1ccc(N/C(SCc2ccccc2C)=C(/C#N)C(=O)NCc2ccc3c(c2)OCO3)cc1	-1.1	-0.3	3	2
Cc1ccc(S(=O)(=O)NC(CC(N)=O)C(=O)O)cc1 (configuration not stated)	-0.4	0.8	16	-2
CCCCn1c(O)c(C#N)c(C)cc1=O	-0.1	-0.1	13	-5
COc1cc(/C=C2\C(=O)NC(=O)N(C)C2=O)cc(I)c1O	-0.7	0.2	25	4
COCCCN=CC1=C(O)CC(C)(C)CC1=O	1.1	0.0	15	5
CCCOc1ccc(C(=O)C(CN2CCOCC2)c2ccccc2)cc1 (configuration not stated)	0.2	0.0	11	21
Cc1ccc(-c2cn(S(=O)(=O)c3ccc(F)cc3)nc2N)cc1	2.0	0.3	16	5
O=C(Nc1ccc2nc(SCc3ccc(Br)cc3)sc2c1)c1ccc(Cl)cc1	-0.1	-0.1	5	2
CCOC(=O)N1CCC(NC(=O)c2cc3n(n2)C(C(F)(F)F)CC(c2ccc(OC)cc2)N3)CC1 (configuration not stated)	2.0	0.0	-4	3
CC(Cc1cccs1)NC(=O)c1ccc(OC2CCN(Cc3ccccn3)CC2)cc1 (configuration not stated)	2.7	-0.2	1	9
Cc1ccc(C(=O)Nc2cc(-c3nn4c(C)nnc4s3)ccc2C)cc1	1.1	0.0	0	-5

# Screens: PubChem, The Scripps Research Institute Molecular Screening Center
